Source: PubChem BioAssay
D3 ag – D3 dopamine receptor (human) agonism; P35462; D3R DiscoveRx beta-arrestin cells, luminescence, 90 min; max activation, %; 410,000 tested, 0.58% active; AID 652048; in the data active = max activation above about 30%; also: 0% is about no effect; mostly tested at two doses, the higher about 12 µM
Target sequence (P35462 whole entry, looked up): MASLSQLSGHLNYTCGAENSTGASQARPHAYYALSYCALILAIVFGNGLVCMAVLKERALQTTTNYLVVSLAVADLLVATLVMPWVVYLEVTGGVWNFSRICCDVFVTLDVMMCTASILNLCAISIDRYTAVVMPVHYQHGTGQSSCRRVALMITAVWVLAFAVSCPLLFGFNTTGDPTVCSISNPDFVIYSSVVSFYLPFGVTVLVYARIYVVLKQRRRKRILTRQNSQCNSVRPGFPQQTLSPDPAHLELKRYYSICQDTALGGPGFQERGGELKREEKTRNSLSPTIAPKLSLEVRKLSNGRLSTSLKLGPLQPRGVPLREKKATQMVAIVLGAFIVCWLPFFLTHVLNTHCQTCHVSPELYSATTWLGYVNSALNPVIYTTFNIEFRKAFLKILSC
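Agonist mode: compounds and dopamine controls were applied to plated cells for 90 min at 37 degrees C after an overnight attachment at 1500 cells/well. Luminescent read-out followed 30 - 60 minutes at room temperature with DiscoveRx detection reagent.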
PTHR1 ag – agonists of human PTHR1 parathyroid hormone receptor | 410,000 tested, 0.075% active | Potency, µM (titrated, usually from 115 µM), for the others: at the top dose activation, usual class: activators | HEK293 GP2 PTHR1 cells, GloSensor cAMP luminescence, 1 h | Q03431; also: potency is read from the fitted curve at half-maximal effect; nearly all actives have a fitted effect of over 55% in size; some results filed as inactive show a strong effect at the top dose; inactives centre near -15; many of its hits are not listed in these tables
Target sequence (Q03431 whole entry, looked up): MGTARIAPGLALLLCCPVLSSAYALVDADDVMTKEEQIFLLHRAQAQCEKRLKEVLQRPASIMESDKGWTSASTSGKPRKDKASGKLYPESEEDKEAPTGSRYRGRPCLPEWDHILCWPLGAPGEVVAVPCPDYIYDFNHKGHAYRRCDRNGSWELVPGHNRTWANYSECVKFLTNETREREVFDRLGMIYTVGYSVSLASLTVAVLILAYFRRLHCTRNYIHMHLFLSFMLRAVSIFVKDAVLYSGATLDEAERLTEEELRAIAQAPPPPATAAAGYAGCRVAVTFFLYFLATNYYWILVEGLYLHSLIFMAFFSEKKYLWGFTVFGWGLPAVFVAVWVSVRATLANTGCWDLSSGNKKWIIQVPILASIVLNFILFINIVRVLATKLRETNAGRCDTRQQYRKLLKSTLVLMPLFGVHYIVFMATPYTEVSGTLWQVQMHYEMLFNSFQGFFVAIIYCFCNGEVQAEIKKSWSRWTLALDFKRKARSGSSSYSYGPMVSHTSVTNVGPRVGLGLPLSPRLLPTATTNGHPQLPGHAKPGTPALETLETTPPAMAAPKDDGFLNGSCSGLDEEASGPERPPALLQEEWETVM
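HEK-293-derived GP2 cells expressing PTHR1 and a GloSensor cAMP reporter, 3,000/well, plated overnight, given luciferin plus IBMX (each 0.5 mM as added) for 1 h at 37 °C, then compound for 1 h at 37 °C. Luminescence was read after 15 min at room temperature.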
Mm-Cpn inhibitor – blocks the Methanococcus maripaludis chaperonin Mm-Cpn; purified Mm-Cpn ATPase, ADP Transcreener TR-FRET; Potency, µM (top dose mostly 76.9 µM), without a hit: at the top dose activity, negative = inhibition, actives largely listed as inhibitors; 330,000 tested, 0.031% active; also: potency is read from the fitted curve at half-maximal effect; % is scaled to controls: 0 for no effect and ±100 for the full control effect; nearly all actives have a fitted effect of over 80% in size
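Purified archaeal Mm-CPN (25nM final) preincubated 10 min at 37degC with compound, then 10uM ATP for 30 min at 37degC; ADP measured by HTRF Transcreener TR-FRET; buffer 30 mM TRIS pH 7.4, 100mM KCl, 5mM MgCl2, 1mM DTT.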
CCT modulator – cytosolic chaperonin activity modulation | purified chaperonin ATPase assay, HTRF ADP detection, 30 min | activity change, % (test concentration not listed), hits read low | 360,000 tested, 0.3% active; in the data active = activity change below about -30%; also: % is scaled to controls: 0 for no effect and ±100 for the full control effect
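First, chaperonin was dispensed at 40 nM or 20 nM final depending on batch activity. Next, compounds were pinned at 76 uM and ATP added at 10 uM. After 30 min at 37 °C, ADP detection reagents ran 30 min at ambient temperature.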
EPAC2 antagonist – antagonists of human EPAC2. 360,000 tested, 0.18% active. AID 720708. Potency, µM (top dose mostly 114 µM), for the others: at the highest dose activity, negative = inhibition, actives largely listed as inhibitors. EPAC2 GEF exchange of Rap1B-BODIPY-GDP, fluorescence; also: potency is read from the fitted curve at half-maximal effect; % is scaled to controls: 0 for no effect and ±100 for the full control effect; nearly all actives have a fitted effect of over 45% in size; many of its hits are not listed in these tables
D3 antag – blocks the human D3 dopamine receptor. P35462. D3R cells, DiscoveRx beta-arrestin luminescence, antagonist mode; active compounds read low. max response, negative = inhibition, %. 360,000 tested, 2.5% active; in the data active = max response below about -50%; inconclusive = no clear call, values can overlap the other calls; also: % is scaled to controls: 0 for no effect and ±100 for the full control effect; mostly tested at two doses, the higher about 12 µM
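Cells plated overnight at 1500 cells/well, then exposed to library compounds with dopamine controls for 90 minutes at 37 degrees C. DiscoveRx reagent added for 30–60 minutes at room temperature; luminescence read, quantitative HTS format.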
EPAC2 agonist – agonists of human EPAC2 (RAPGEF4) | Q8WZA2 | EPAC2 activation, biochemical qHTS; response scale: 100% = 6.5 mM cAMP response | Potency, µM (doses to about 154 µM), for inactives: at the top dose activation, most hits filed as activators | 360,000 tested, 0.079% active; also: potency is read from the fitted curve at half-maximal effect; nearly all actives have a fitted effect of over 50% in size
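Each well held 100 nM EPAC2, 250 nM RAP1B-BODIPY-GDP and 50 uM GDP. Fluorescence, read at 5-min intervals to 30 min, was referenced to a 6.5 mM cAMP positive control.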
Akt phos inh – Akt phosphorylation inhibition | Neuro2A IGF-stimulated pAkt S473 HTRF, 20 min; active compounds read low | AID 651550 | 360,000 tested, 0.32% active | activity change, % for hits at 50 µM; in the data active = activity change below about -80%; inconclusive = mostly about -51% to -80%; also: % is scaled to controls: 0 for no effect and ±100 for the full control effect
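Neuro2A cells (4,500/well, DMEM with 0.5% FBS) were treated with compound at a single 50 µM final concentration, stimulated with 6 nM IGF for 20 min at 37 °C, and lysed. Phospho-Akt Ser473 was read by HTRF as 665/615 ratio ×10^4.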
The depositor's hits bear a star; i = inactive; ? = inconclusive; nt = not tested or not shown; & = joins results of further samples; [ ] = another dose, or the depositor's remark. Unless noted, calls follow the shape of the dose curve; as a rule, active = well fitted curve in the direction sought with a large enough effect; inconclusive = small, poorly fitted or top-dose-only effect, or another doubt; inactive = no such curve, though single readings can be large; an effect the other way counts as inactive or inconclusive.

| Structure | D3 antag | D3 ag | EPAC2 antagonist | Mm-Cpn inhibitor | Akt phos inh | PTHR1 ag | EPAC2 agonist | CCT modulator |
| --- | --- | --- | --- | --- | --- | --- | --- | --- |
| O=S(=O)(c1ccccc1)C1Cc2ccccc2C1Cl (stereo not drawn) | -3 | -3 | -10% | nt | i | -2% | 8% | -0.4 |
| O=C(Nc1ccccc1[N+](=O)[O-])c1cncc(Br)c1 | 1 | 3 | -11% | -3% | i | -4% | 8% | -1.6 |
| CCn1c(SCC(=O)OCC(=O)N2c3ccccc3NC(=O)C2(C)C)nnc1-c1ccco1 | 10 | -6 | -16% | 0% | i | i | 2% | -1.2 |
| Cc1ccc[n+](/C(C(=S)NCc2ccco2)=C(/[O-])c2ccccc2Cl)c1 | 20 | 1 | -2% | 2% | i | i | 5% | -1.6 |
| CCCCN(C(=O)CCNC(=O)NC12CC3CC(CC(C3)C1)C2)c1c(N)n(CCCC)c(=O)[nH]c1=O | -13 | -13 | 7% | -3% | i | ? | -4% | 0.7 |
| C=CCC[C@H](Cc1ccc(F)cc1)C(=O)OC[C@@H](Cc1c[nH]c2ccccc12)NC(=O)[C@@H](CC=C)CC(=O)NCCO | 10 | -3 | -25% | 0% | i | -14% | 16% | 0.5 |
| N#Cc1cccc(NC(=O)CSc2sc3c(O)cc(=O)[nH]c3c2C#N)c1 | -4 | -9 | 1% | -23% | i | -8% | 6% | -3.1 |
| Cc1ccccc1NC(=O)CSc1nc2c(c(=O)n(C)c(=O)n2C)n1C | -2 | 0 | 3% | 1% | i | -8% | -6% | -1.9 |
| Nc1ccc2c(c1)C(=O)N(c1cccc3ccccc13)C2=O | 5 | 7 | -2% | -2% | i | -18% | 4% | -0.8 |
| O=C(NC1=NCCS1)C1COc2ccccc2O1 (stereo not drawn) | -11 | -2 | 16% | -1% | i | ? | 3% | 2.9 |
| COc1cccc(C2CC(c3ccccc3Cl)Nc3ncnn32)c1 (stereo not drawn) | ? | -4 | 14% | nt | i | i | 3% | 2.3 |
| CC1(C(=O)NS(=O)(=O)c2ccccc2)CCN1C(=O)C1(c2ccc(Cl)cc2)CCC1 (stereo not drawn) | -12 | 2 | -25% | nt | i | i | 7% | 0.1 |
| CC1Sc2ccc(S(=O)(=O)CCC(=O)NCc3ccccc3)cc2NC1=O (stereo not drawn) | -18 | 2 | 19% | 2% | i | -30% | 9% | -0.8 |
| COc1cc(OC)c(NC(=S)NCc2ccccc2)cc1Cl | -7 | -5 | -12% | 5% | i | -3% | 3% | -2.7 |
| Cc1cc2ncn(C(=O)c3c(-c4ccccc4Cl)noc3C)c2cc1C | ? | -1 | -18% | 0% | i | -5%[57.5 µM] | 15% | -3.0 |
| Cc1c(C)c2ccc(OC(C)C(=O)N3CC[C@@]4(O)CCCC[C@H]4C3)cc2oc1=O (stereo partly drawn) | -2 | 16 | 10% | -3% | i | i | 2% | -0.6 |
| Cn1c(SCCN2CCOCC2)nc2sc3c(c2c1=O)CCCC3 | 2 | -7 | 2% | 1% | i | i | 0% | 0.9 |
| Cc1nnc(SCC(=O)NC(=O)NCc2ccco2)s1 | -2 | 2 | 3% | -1% | i | -4% | -1% | -1.3 |
| COc1ccc(NC(=O)CSc2nnc(C(C)C)n2N)cc1 | 10 | 2 | 14% | 0% | i | i | -1% | -0.2 |
| c1ccc(CCNc2nc(-c3ccncc3)nc3ccccc23)cc1 | 17 | -1 | 8% | 0% | i | i | 3% | 0.4 |
| Cc1nc(NC(=O)CCC(=O)O)sc1C(=O)N(C)C | 43 | -2 | 6%[57.1 µM] | -5% | i | i | 0% | 2.8 |
| CC(C)(C)c1ccc(S(=O)(=O)O/N=C2/CCCCC2c2ccc([N+](=O)[O-])cc2[N+](=O)[O-])cc1 (stereo not drawn) | 14 | 7 | 1% | 1% | i | -1%[57.5 µM] | -3% | -0.4 |
| CCNc1nc2[nH]c(=O)c3c(c2s1)OC(N)=C(C#N)C3c1ccc(C)cc1 (stereo not drawn) | 15 | 0 | 33%[activator] | -3% | i | -21% | 20% | 1.4 |
| COc1ccc(NC(=O)C2CCN(S(=O)(=O)c3cccc4nonc34)CC2)c(OC)c1 | 8 | -3 | 3% | 0% | i | -3% | 6% | -1.6 |
| CC(C)Nc1cc(C(F)(F)F)nc(-c2ccccn2)n1 | 13 | 2 | 13% | 1% | i | -5% | -5% | -2.3 |
| Cc1ccc(S(=O)(=O)N2CCN(C(=O)c3ccc(N4CCCCC4)c([N+](=O)[O-])c3)CC2)cc1 | -17 | -5 | 1% | 1% | i | -41%[inhibitor] | 5% | -1.5 |
| O=C(Nc1ccc(F)c(Cl)c1)c1cc(C2CCCN(C(=O)C3CC3)C2)on1 (stereo not drawn) | 12 | 4 | 6% | nt | i | -53%[inhibitor] | 13% | -1.5 |
| COc1ccc2c(c1)/C(=C/c1cc(OC)c(OC)c(OC)c1)C(=O)N2 | -7 | 3 | 5% | nt | i | -34%[inhibitor] | 9% | -2.8 |
| O=C(Nc1cc([N+](=O)[O-])ccc1Cl)c1cccnc1 | 9 | 3 | 2% | 0% | i | i | 4% | 1.7 |
| CN1CCN(S(=O)(=O)c2cccc(C(=O)NC3(C)CCS(=O)(=O)C3)c2)CC1 (stereo not drawn) | 7 | 1 | 4% | -2% | i | i | 1% | -3.2 |
| COc1ccc(NC(=S)NCc2cccs2)cc1OC | 33 | 2 | -17% | 1% | i | i | 3% | 2.9 |
| Cc1ccc2nc(C)c(C(=O)N/N=C/c3ccccc3[N+](=O)[O-])cc2c1 | -21 | 1 | 7% | 2% | i | i | -6% | -0.9 |
| COc1ccc(CCNC(=O)CSc2cn(Cc3ccccc3)c3ccccc23)cc1OC | -5 | 4 | -4% | 0% | i | -44%[inhibitor] | -2% | -0.8 |
| CCc1cc(C(=O)Nc2ccc(S(=O)(=O)NC3=NCCCCC3)cc2)sc1C | -23 | 0 | -6% | -10% | i | -8% | -6% | -2.2 |
| CCN(CC)CCNC(=S)Nc1ccc2nc(N3CCOCC3)cc(C)c2c1 | -22 | -4 | 3% | -1% | i | 10% | 6% | -0.5 |
| CCOC(=O)N=Nc1c(O)n(CC)c2ccccc12 | -27 | -7 | 14% | 0% | i | i | 1% | 1.5 |
| O=C(CSc1nnc(-c2ccncc2)n1-c1ccc(F)cc1)NC(=O)NCc1ccco1 | -11 | -4 | 0% | -4% | i | i | 3% | -3.6 |
| CCOc1ccc(NC(=O)N(CCCN2CCOCC2)Cc2cccnc2)cc1 | 23 | -3 | 0% | 2% | i | -26% | 4% | -0.2 |
| NC(=O)CCn1nc(-c2ccc(Cl)cc2)c2ccccc2c1=O | -7 | -5 | -2% | -6% | i | -13% | -10% | -1.3 |
| CN1CCN(C(=O)C2=C[C@H](c3coc4ccccc4c3=O)C[C@H](OCc3ccc(CO)cc3)O2)CC1 | 2 | 1 | 0% | nt | i | i | 18% | -1.3 |
| COc1ccccc1NS(=O)(=O)c1ccc(C(=O)NCC(c2ccco2)N(C)C)cc1 (stereo not drawn) | -12 | -5 | -3% | -3% | i | -2% | 9% | -1.7 |
| CCCCn1c(N)c(N(CC(C)C)C(=O)COc2cc(C)ccc2Cl)c(=O)[nH]c1=O | 4 | 5 | 5% | 0% | i | -22% | -13% | 0.3 |
| CCOC(=O)c1cnc2ccc(C)cc2c1Sc1ccc(F)cc1 | 26 | 4 | -5% | -11% | i | -26% | 4% | -0.1 |
| CC(=O)N1CCc2ccc(NC(=O)c3c(-c4c(Cl)cccc4Cl)noc3C)cc21 | 21 | 7 | 2% | 0% | i | i | 5% | -4.7 |
| CCN(C(=O)COC(=O)c1ccc2c(=O)n3c(nc2c1)CCC3)C1CCS(=O)(=O)C1 (stereo not drawn) | 7 | 7 | -2% | 4% | i | i | 21% | -1.5 |
| Cc1[nH]c2ccccc2c1SCCN | -4 | -5 | 0% | nt | i | i | 20% | -1.9 |
| CC1CCC(N2CCN(c3ncccn3)CC2)CC1 (stereo not drawn) | 13 | -3 | 10% | nt | i | -4%[57.5 µM] | 6% | -1.2 |
| O=C(Cc1ccccc1)NCC(=O)OCC(=O)c1cccs1 | -16 | 0 | 12% | -4% | i | -24%[57.5 µM] | 3% | 4.3 |
| Cc1cc(NC(=O)CCC(=O)N(CCC(C)C)C(C(=O)NCC2CCCO2)c2ccccc2C)no1 (stereo not drawn) | -1 | 41* | -7% | 3% | i | -8% | -2% | -2.1 |
| CCCOc1ccc(C(=O)N(Cc2cccs2)C2CCS(=O)(=O)C2)cc1 (stereo not drawn) | 9 | -1&-11 | -3% | -3% | i | -39%&-9% | 1% | -1.6 |
| CC(=O)Nc1cccc2c1C(=O)N(c1ccc(OC(C)=O)cc1)C2=O | 0 | 6 | 2% | 0% | i | i | -1% | -3.5 |
| COc1ccc(N(C)C(=O)Cc2c(C(=O)O)[nH]c3ccccc23)c(OC)c1 | 6 | 6 | -5% | 2% | i | i | 11% | 1.4 |
| CCN(CC)c1c([N+](=O)[O-])c(=O)n(CC)c2ccccc12 | 24 | -1 | -8% | 0% | i | -8% | 8% | -1.2 |
| COc1ccc(CCNC(=O)c2c([S-])n(-c3ccc(C)cc3)c3cccc[n+]23)cc1 | -26 | -6 | 0% | ? | i | i | 1% | -4.8 |
| O=c1c2ccccc2nc(SCc2ccc([N+](=O)[O-])cc2)n1-c1ccc(Cl)cc1 | -16 | -7 | 6% | 2% | i | i | 9% | -0.1 |
| Cc1ccc(CNC(=O)C2CCCN2C(=O)NCc2ccccc2)cc1 (stereo not drawn) | 17 | 5 | -2% | -4% | i | i | 5% | -1.5 |
| Cc1cc2oc(=O)cc(Cn3ccnc3)c2cc1C | 17 | 3 | -4% | 1% | i | i | 5% | 0.1 |
| CCCCc1ccc(S(=O)(=O)Nc2ccc(C)c(NS(C)(=O)=O)c2)cc1 | -9 | -10 | 1% | 5% | i | -11% | 6% | -4.6 |

Fetched one by one from above:
| Structure | D3 antag | D3 ag | EPAC2 antagonist | Mm-Cpn inhibitor | Akt phos inh | PTHR1 ag | EPAC2 agonist | CCT modulator |
| --- | --- | --- | --- | --- | --- | --- | --- | --- |
| Cc1ccc(CNC(=O)C2CCCN2C(=O)NCc2ccccc2)cc1 (stereo not drawn) | 17 | 5 | -2% | -4% | i | i | 5% | -1.5 |
| COc1ccc(CCNC(=O)c2c([S-])n(-c3ccc(C)cc3)c3cccc[n+]23)cc1 | -26 | -6 | 0% | ? | i | i | 1% | -4.8 |

Only part of the results is shown, so the mix of outcomes need not match the whole.
